ASM inhibitor: human S-ASM enzyme inhibition | P17405 | placental ASM, HMU-PC fluorogenic substrate, 60 min | Potency, µM (doses to about 57.5 µM), inactives show at the highest dose activity change, negative = inhibition, hits mostly inhibitors | actives 0.006% (n = 340,000); note: potency is the fitted concentration of half-maximal effect
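qHTS format. ASM enzyme prepared from human placenta hydrolyses the fluorogenic substrate HMU-PC0 (9 uM final) over 60 min at 37 °C after a 10 min compound preincubation.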
BCR signal inh: inhibitors of chronic active B-cell receptor signaling; ABC-DLBCL IkBa-CBG/CBR reporter, luminescence ratio, 4 h; Potency, µM (titrated, usually from 46.1 µM), inactives show top-dose ratio change, negative = lower green/red ratio, most hits filed as inhibitors; actives 0.05% (n = 340,000); active = well fitted inhibition curve with a large enough effect in the signal ratio, with a control signal flat, not every such curve was filed as active; inconclusive = small, poorly fitted or top-dose-only effect, or effect the other way, or a change in a side signal; the % refers to the signal ratio;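 note: potency is the fitted concentration of half-maximal effect; plate controls were basal doxycycline-induced cells for no effect and cells given 10 µM MG132 for full effect; MG132 reads +100%, hits lower the ratio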
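Concentration-response series (up to 46 uM) were applied to TMD8 dual-reporter cells for 4 h at 37C with doxycycline. Green/red ratio, after filter-overlap correction, defined %Activity; red signal alone was normalised to basal cells and zero luminescence.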
Menin MLL FP TR: displaces Texas Red mutant MLL peptide from human menin. Menin + Texas Red MLL mutant peptide, fluorescence polarization. O00255. actives 0.23% (n = 270,000). Potency, µM (highest dose often 61.6 µM), for inactives: at the top dose FP activity change, negative = inhibition, hits mostly inhibitors. AID 1768; active = well fitted inhibition curve with a large enough effect in the polarisation, with a control signal flat, not every such curve was filed as active; inconclusive = small, poorly fitted or top-dose-only effect, or effect the other way, or a change in a side signal; inactive = no such curve, though single readings can be large or run the other way; the % refers to the polarisation; note: potency is the fitted concentration of half-maximal effect; % of control where 0% means no effect; many of its hits are not listed in these tables
PKM2 activator: activators of human pyruvate kinase M2; P14618; purified PKM2, Kinase-Glo ATP luminescence, activation; response scale: 0% is enzyme alone, no compound; AID 1631; Potency, µM (top dose mostly 57.5 µM), inactives show top-dose activation, most hits filed as activators; actives 0.34% (n = 260,000); note: potency is the fitted concentration of half-maximal effect; % is set by controls: 0 for no effect and ±100 for the full control effect; nearly all actives have a fitted effect of over 55% in size
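hPK-M2, >95% pure; 0.1 mM ADP / 0.5 mM PEP final; imidazole pH7.2 buffer w/ 7 mM MgCl2, 50 mM KCl; 1 h RT; Kinase-Glo lum. Intermediate enzyme activity for dual inhibitor/activator qHTS.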
USP2a inh: inhibitors of human ubiquitin-specific protease USP2a. USP2 core, Ub-CHOP2 coupled fluorogenic reporter, 485/531. Potency, µM (highest dose often 38.3 µM), inactives show at the top dose activity change, negative = inhibition, most hits filed as inhibitors. actives 0.01% (n = 330,000). AID 463254;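 note: potency is the fitted concentration of half-maximal effect; plate controls were DMSO wells for no effect and full inhibition by NEM control for full effect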
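Deubiquitinase activity read as fluorescence (485/531 nm) after Ub-CHOP2 cleavage activates the enterokinase reporter on its substrate; USP2 core 10nM, Ub-CHOP2 and substrate 25nM each, 30min compound preincubation then 60min RT; data normalized to NEM, curves fitted.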
Eya2 inh: Eya2 (human) phosphatase inhibition; recombinant Eya2, OMFP fluorescence dephosphorylation (OMFP is methylfluorescein phosphate); AID 488837; O00167; actives 0.006% (n = 330,000); Potency, µM (highest dose often 76.9 µM), without a hit: top-dose activity, negative = inhibition, actives largely listed as inhibitors; note: potency is the fitted concentration of half-maximal effect; % is set by controls: 0 for no effect and ±100 for the full control effect
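Eya2 protein (added as 0.2 uM solution) was preincubated with compound for 10 min at ambient temperature in 50 mM HEPES pH 7.5, 50 mM NaCl, 5 uM MgCl2, 0.05% BSA, 1 mM DTT. OMFP (added at 50 uM) then reacted 10 min; fluorescence read at 485/525 nm.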
TSHR antagonist: human thyrotropin receptor antagonism; P16473; TSHR-expressing cells, TSH-stimulated cAMP HTRF, 2 h; active compounds read low; activity change, negative = inhibition, % at 11.5 µM; actives 0.2% (n = 330,000); AID 504810;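 active = activity change below a set negative limit, meaning inhibition stronger than a set level, cut at about -70% in these data; inconclusive = activity change between two set negative limits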; note: % is set by controls: 0 for no effect and ±100 for the full control effect
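TSHR-expressing cells, 200/well, pre-treated with compound, then stimulated with EC80 TSH (4nM final) for 2 hours at 37 deg C. cAMP measured by competitive HTRF: anti-cAMP cryptate antibody in lysis buffer plus cAMP-d2, read after 30 minutes at room temperature.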
MBNL1 CUG block: MBNL1-poly(CUG) RNA binding inhibition; Q9NR56; TR-FRET MBNL1-His/biotin-(CUG)12 binding, 665/545 ratio; Potency, µM (highest dose often 57.5 µM), for the others: at the highest dose activity change, negative = inhibition, hits mostly inhibitors; actives 0.036% (n = 280,000); active = well fitted inhibition curve with a large enough effect in the signal ratio, with a control signal flat, not every such curve was filed as active; inconclusive = small, poorly fitted or top-dose-only effect, or effect the other way, or a change in a side signal; inactive = no such curve, though single readings can be large or run the other way; the % refers to the signal ratio; note: potency is the fitted concentration of half-maximal effect; % is set by controls: 0 for no effect and ±100 for the full control effect
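Compound titration spanned 92 nM–58 uM against the MBNL1-His/biotin-(CUG)12 complex. After 60 min at room temperature with 5 nM streptavidin-XL665 and 0.055 ng/ul terbium anti-His, ratiometric 665/545 nm emission (Ex 340 nm) normalized to controls.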
KCNH2 WT inh: KCNH2 (human, wildtype) channel inhibition; U2OS, BacMam KCNH2, thallium flux FluxOr; active compounds read low; actives 0.37% (n = 340,000); activity change, % at 1.84 µM; AID 720551;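 active = maximum activity change below -70%; inconclusive = maximum activity change between -70% and -50%; inactive = maximum activity change above -50%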; note: % is set by controls: 0 for no effect and ±100 for the full control effect
Target sequence (Q12809 whole entry, looked up): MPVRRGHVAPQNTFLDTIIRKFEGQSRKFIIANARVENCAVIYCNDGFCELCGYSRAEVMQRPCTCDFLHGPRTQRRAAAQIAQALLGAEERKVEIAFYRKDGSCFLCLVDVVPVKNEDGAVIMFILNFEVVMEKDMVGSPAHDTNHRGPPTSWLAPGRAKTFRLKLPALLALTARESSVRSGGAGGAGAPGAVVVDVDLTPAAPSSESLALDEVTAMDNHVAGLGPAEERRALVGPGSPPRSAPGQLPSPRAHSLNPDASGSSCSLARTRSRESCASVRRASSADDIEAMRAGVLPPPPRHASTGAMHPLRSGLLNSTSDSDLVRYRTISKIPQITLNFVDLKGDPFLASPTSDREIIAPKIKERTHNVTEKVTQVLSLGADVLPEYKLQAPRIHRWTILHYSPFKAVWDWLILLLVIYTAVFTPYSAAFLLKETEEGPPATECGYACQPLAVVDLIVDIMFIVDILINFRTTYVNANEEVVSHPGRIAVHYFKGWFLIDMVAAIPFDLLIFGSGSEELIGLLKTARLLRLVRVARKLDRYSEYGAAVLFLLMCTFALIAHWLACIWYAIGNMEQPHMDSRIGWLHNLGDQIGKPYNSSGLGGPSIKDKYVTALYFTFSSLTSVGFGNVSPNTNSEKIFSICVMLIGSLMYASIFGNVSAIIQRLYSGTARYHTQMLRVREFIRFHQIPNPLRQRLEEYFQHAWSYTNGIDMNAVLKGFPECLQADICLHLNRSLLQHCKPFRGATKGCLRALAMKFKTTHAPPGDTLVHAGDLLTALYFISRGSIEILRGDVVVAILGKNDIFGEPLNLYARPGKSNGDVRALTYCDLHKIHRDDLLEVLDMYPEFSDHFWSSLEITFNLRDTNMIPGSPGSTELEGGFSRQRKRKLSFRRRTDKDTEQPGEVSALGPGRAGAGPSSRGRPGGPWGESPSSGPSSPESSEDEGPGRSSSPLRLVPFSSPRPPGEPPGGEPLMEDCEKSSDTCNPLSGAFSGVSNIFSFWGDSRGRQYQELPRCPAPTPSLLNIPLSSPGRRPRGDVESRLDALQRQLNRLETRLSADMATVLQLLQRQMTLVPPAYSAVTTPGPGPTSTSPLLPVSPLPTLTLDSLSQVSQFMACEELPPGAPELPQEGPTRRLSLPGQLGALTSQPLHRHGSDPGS
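U2OS cells were transduced with wild-type KCNH2 virus (2.03 x 10^8 / mL) for 4 h at room temperature, then cultured overnight at 37 C. Thallium flux was read with FluxOr dye. Rate constants were normalized to DMSO controls.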
Mito fusion yeast: blocks mitochondrial division or promotes mitochondrial fusion; S. cerevisiae fusion-defective mutant growth rescue, CellTiterGlo 48 h; Potency, µM (highest dose often 46.1 µM), for the others: at the top dose growth rescue (activation), hits mostly activators; actives 0.23% (n = 320,000);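 note: potency is the fitted concentration of half-maximal effect; % of control where 0% means no effect; nearly all actives have a fitted effect of over 45% in size; temperature-sensitive fusion mutants such as fzo1-1 at 37 °C on non-fermentable ethanol glycerol medium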
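Temperature-sensitive fusion-defective S. cerevisiae (e.g. fzo1-1, mgm1-5) were grown with compound in YPEG medium (3% ethanol, 3% glycerol) for 48 hours at 37C. Growth rescue was measured as viability by CellTiterGlo luminescence after 10 minutes at ambient.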
GALK inhibitor: galactokinase (human) inhibition. AID 1868. Purified GALK, Kinase-Glo residual ATP luminescence. Potency, µM (titrated, usually from 57.5 µM), for the others: at the top dose activity change, negative = inhibition, hits mostly inhibitors. P51570. actives 0.007% (n = 270,000); note: potency is the fitted concentration of half-maximal effect; % is set by controls: 0 for no effect and ±100 for the full control effect
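The enzyme phosphorylates galactose (100 uM) using ATP (35 uM); inhibition is detected as higher residual ATP, quantified by bioluminescence after 1 h reaction at room temperature, pH 8.0.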
* marks the source's active call; other numbers are inactive results; ? = inconclusive; . = no result given; & = joins results of further samples; [ ] = remark or other dose. Unless noted, calls come from the whole dose curve; as a rule, active = well fitted curve in the direction sought with a large enough effect; inconclusive = small, poorly fitted or top-dose-only effect, or another doubt; inactive = no such curve, though single readings can be large; an effect the other way counts as inactive or inconclusive.

SMILES	ASM inhibitor	BCR signal inh	Menin MLL FP TR	PKM2 activator	USP2a inh	Eya2 inh	TSHR antagonist	MBNL1 CUG block	KCNH2 WT inh	Mito fusion yeast	GALK inhibitor
Cc1cc(NC(c2cccnc2)c2ccc3cccnc3c2O)no1 (stereo not drawn)	-4%	-1%	-9%	10%	?	9%	-15	?	17	6%	-2%
O=C(CCCCCN1C(=O)c2ccccc2C1=O)Nc1ccc2c(c1)OCCO2	-2%	-27%	.	0%	3%	1%	-17	14%	10	-1%	-1%
COc1cc(NC(=O)CN2CCCCC2C)c(C)cc1[N+](=O)[O-] (stereo not drawn)	-4%	7%	2%	-18%	1%	-5%	34	.	50	5%	2%
CC(C)(C)c1csc(Sc2ccc([N+](=O)[O-])cn2)n1	-1%	-17%	.	?	0%	-3%	1	?	-8	3%	0%
O=C1COc2ccc(C(=O)COC(=O)CNC(=O)C3CCCCC3)cc2N1	3%	-2%	1%	2%	-1%	4%	25	-9%	-9	0%	8%
CN1C(=O)C2(OCC(COc3ccc(Cl)cc3)O2)c2ccccc21 (stereo not drawn)	-4%	?	25%	-1%	0%	-24%	-24	-2%	-32	0%	0%
O=S(=O)(NCc1ccco1)N1CCCCCC1	0%	2%	21%	2%	-1%	7%	-2	0%	-8	0%	-2%
O=C(CCC(=O)c1ccc(Cl)cc1)OCn1nnc2ccccc2c1=O	-1%	-1%	.	.	0%	4%	1	.	13	.	.
CC(=O)NC(CC(=O)OCC(=O)c1c(N)n(CC(C)C)c(=O)n(C)c1=O)c1ccccc1 (stereo not drawn)	5%	1%	.	.	8%	1%	-16	.	10	-11%	.
COc1ccc(S(=O)(=O)Nc2ccc(N3CCOCC3)cc2)cc1Br	-2%	-17%	?	1%	0%	-35%	6	-5%	4	-1%	0%
CCCC(=O)Nc1ccc(Cc2ccc(NC(=O)CCC)c(C(=O)O)c2)cc1C(=O)O	7%	-4%	15%	-43%	-1%	17%	3	?	-6	-2%	-2%
CN1CCC(=NNC(=O)CN(c2ccccc2)S(=O)(=O)c2ccccc2)CC1	.	2%	.	-2%	-1%	2%	-5	-3%	-4	0%	-6%
O=C(CN1C(=O)CSc2ccc(S(=O)(=O)N3CCOCC3)cc21)NCc1cccnc1	10%	1%	11%	-25%	0%	-1%	9	-5%	1	1%	2%
O=C(Nc1nncs1)c1cccc(S(=O)(=O)N2CCc3ccccc32)c1	-2%	2%	6%	0%	4%	13%	-6	-2%	1	0%	10%
CCn1nc(C)cc1C(=O)NC1CC(C)(C)Cc2c1cnn2-c1cccc(F)c1 (stereo not drawn)	-5%	-4%	-12%	0%	2%	-10%	2	-9%	-3	10%	-6%
Cc1[nH]c2ccccc2c1C(c1ccccn1)N1CCCC1 (stereo not drawn)	-4%	4%	2%	2%	0%	10%	-4	0%	14	-2%	1%
O=C(O)c1cc2ccc3cccc4ccc(c1)c2c34	136%[activator]	?	38%[activator]	.	0%	-5%	0	19%	-10	?	-4%
Cc1ccc2nc(-c3ccc(N4C(=O)CC(N5CCCC(C)C5)C4=O)cc3)sc2c1 (stereo not drawn)	.	.	-8%	-6%	.	.	.	14%	.	-14%	0%
O=C(COC(=O)c1ccco1)NC1CCCC1	-2%	-1%	10%	-5%	0%	5%	2	-8%	-9	-1%	0%
Cc1cccc(N2CCN(CCNC(=O)c3cc4c(s3)CS(=O)(=O)C4)CC2)c1C	4%	-6%	-2%	3%	1%	11%	15	8%	14	-4%	1%
Cc1c(NC(=O)c2c(F)cccc2F)c(=O)n(-c2ccccc2)n1C	1%	2%	4%	3%	3%	-8%	-4	-2%	-2	0%	2%
O=C(O)c1cc(O)ccc1NC(=O)C1CCCO1 (stereo not drawn)	10%	-5%	-2%	1%	0%	-10%	7	-1%	4	-1%	-2%
Cc1cc(C)cc(NC(=O)COC(=O)COc2ccc(N(C)S(=O)(=O)c3cccs3)cc2)c1	0%	0%	.	.	-7%	-2%	-2	.	3	.	.
COc1ccccc1CN(Cc1nc2ccccc2c(=O)[nH]1)C(=O)Nc1ccc(C)cc1	-16%	0%	.	-7%	-1%	8%	-10	-8%	-4	18%	-3%
Cc1ccc(S(=O)(=O)N(C)C)cc1NC(=O)COC(=O)/C=C/c1cccs1	0%	4%	.	.	1%	-7%	-6	.	-3	-8%	.
SMILES	ASM inhibitor	BCR signal inh	Menin MLL FP TR	PKM2 activator	USP2a inh	Eya2 inh	TSHR antagonist	MBNL1 CUG block	KCNH2 WT inh	Mito fusion yeast	GALK inhibitor
COc1ccccc1N1CCN(S(=O)(=O)CCNC(=O)C23CC4CC(CC(C4)C2)C3)CC1	-1%	11%	-5%	.	0%	-16%	-13	3%	7	-1%	-6%
CS/C(=N\S(=O)(=O)c1cccs1)NC(=O)CSc1nc2ccccc2s1	-2%&14%	17%	12%	-18%	-4%	16%[15.4 µM]	4	1%	0&12	2%	0%
Cc1ccc(C2=NN3C(=O)c4ccccc4C3C2)cc1 (stereo not drawn)	5%	?	.	-2%	-2%	2%	-8	.	1	8%	-1%
COc1ccc(C2N(C(=O)C(F)(F)F)C(C)CN2S(=O)(=O)c2ccc(C)cc2)cc1 (stereo not drawn)	-3%	8%	.	.	2%	3%	6	-2%	14	-2%	-2%
CCOC(=O)c1c(C)[nH]c(C)c1C(=O)CSc1nc(N)cc(=O)[nH]1	0%	1%	-15%	-4%	3%	13%	3	-1%	-11	0%	0%
Cc1cc(C)cc(N)c1	1%	1%	.	.	1%	24%	-33	.	-10	1%	.
COc1ccccc1N1CCN(c2ccc(-c3ccccc3)nn2)CC1	-1%	?	?	-3%	-7%	-10%	8	8%	-3	0%	3%
O=C(c1cc2sccc2n1Cc1ccccc1)N1CCCc2ccccc21	-9%	0%	-21%	-16%	-4%	-21%	13	1%	6	6%	-3%
CCc1nc(OCC(=O)c2ccccc2)c(C#N)c2c1COC(C)(C)C2	-3%	?	4%	-2%	-12%	-7%	-19	0%	-11	5%	4%
O=C(C1CCC(CNc2c(N3CCCCC3)c(=O)c2=O)CC1)N1CCCC1 (stereo not drawn)	5%	1%	.	-5%	1%	14%	-4	-8%	4	1%	7%
CCOc1ccccc1-n1c(SCC(=O)Nc2ccc(CC)cc2)nc2n[nH]c(C)c2c1=N	-2%	-14%	-1%	-5%	2%	-12%	-7	5%	-7	-2%	0%
COc1ccc(N(CC(=O)N2CCOCC2)S(C)(=O)=O)cc1	7%	6%	-2%	-3%	0%	9%	7	1%	0	2%	5%
CCCCCCCC(=O)Nc1ccc(C(=O)N/N=C/c2cccc([N+](=O)[O-])c2)cc1	-2%	0%	?	2%	-1%	-29%	-7	0%	27	0%	-1%
CC(=O)OCc1c(C(F)(F)F)nn(C)c1Sc1ccccc1	4%	1%	?	-5%	0%	-1%	-8	7%	-5	3%	-3%
CCC(CC)C(=O)Nc1c2c(nn1-c1ccc(OC)cc1)CS(=O)(=O)C2	5%	-4%	12%	-4%	0%	6%	4	-6%	-7	-2%	0%
Cc1ccc(CSC2=Nc3sccc3C3=NC(=O)CN23)cc1	-13%	8%	-9%	?	6%	-1%	-2	8%	-6	4%	2%
COc1ccccc1CNC(=O)c1ccc(S(=O)(=O)N2CCCC2)cc1	0%	1%	17%	4%	0%	-35%	10	2%	-9	1%	0%
COc1ccc(C(=O)OCC(=O)c2cc(OC)ccc2OC)c(OC)c1	-5%	?	5%	-5%	3%	4%	-7	1%	-12	11%	7%
C=C(C)COc1ccc(-c2n[nH]c(C)c2-c2ccccc2OC)c(O)c1	-16%	?	?	0%	-1%	-15%	-4	5%	-46	?	1%
CCOC(=O)N1CCC(Nc2c(NCCN3CCN(c4cccc(Cl)c4)CC3)c(=O)c2=O)CC1	0%	?	-3%	-18%	-1%	-10%	0	7%	2	0%	1%
COc1ccc([N+](=O)[O-])cc1/C=N/NC(=O)Cc1ccccc1	1%	?	29%	-28%	5%	-2%	11	?	.	0%	-4%
CCc1nnc(NC(=O)c2ccc(N(C)S(=O)(=O)c3ccccc3)cc2)s1	5%	15%	?	-1%	-1%	6%	-32	-9%	-5	-5%	-1%
COC(=O)c1ccc(NC(=O)Nc2ccc(OC)c(OC)c2)cc1	-2%	-1%	?	-8%	2%	-12%	3	-2%	11	0%	0%

Not all compounds are listed; the hit share may differ from the screen's.
